D2 antagonist = D2 dopamine receptor (human) antagonism. actives 2% (n = 340,000). HEK293 TREx D2 cells, calcium flux, dopamine EC80. P14416. inhibition, % at 10 µM; in the data active = inhibition above about 30%; also: 0% is about no effect
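Compounds are added to dye-loaded, induced HEK293 T-REx cells coupled to calcium release via D2; after a 3 min kinetic read an EC80 dopamine stimulus is given and fluorescence is recorded for 3 more min.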
TRHR enhancer = TRH receptor (human) allosteric enhancement. enhancement, % at 2 µM. actives 0.66% (n = 360,000). AID 493056. TRHR cells, fluo-8 calcium fluorescence, EC20 TRH enhancement; in the data active = enhancement above about 30%; also: 0% is about no effect
Target sequence (P34981 whole entry, looked up): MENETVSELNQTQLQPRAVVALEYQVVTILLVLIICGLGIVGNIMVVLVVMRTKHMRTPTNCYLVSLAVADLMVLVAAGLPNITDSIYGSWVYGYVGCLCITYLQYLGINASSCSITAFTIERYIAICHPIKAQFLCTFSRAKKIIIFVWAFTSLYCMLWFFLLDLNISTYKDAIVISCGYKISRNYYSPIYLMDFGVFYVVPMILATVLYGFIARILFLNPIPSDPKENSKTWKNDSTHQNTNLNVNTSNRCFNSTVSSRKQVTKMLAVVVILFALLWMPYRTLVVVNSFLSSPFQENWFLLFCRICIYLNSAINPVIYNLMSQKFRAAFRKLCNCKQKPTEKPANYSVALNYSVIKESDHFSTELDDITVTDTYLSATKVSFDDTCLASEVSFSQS
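TRHR-expressing cells loaded with fluo-8 calcium dye were read kinetically (ex 480/em 530) during compound addition, then stimulated with an EC20 of TRH (10 nM final). Enhancement of the Gq-mediated intracellular calcium response was scored.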
D2 PAM = D2 dopamine receptor (human) potentiation; actives 0.34% (n = 340,000); HEK293 T-REx D2, calcium flux, EC20 dopamine potentiation; potentiation, % at 10 µM; P14416;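 active = potentiation over 3 SD above the plate norm, cut at about 30% in these data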; also: 0% is about no effect
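Using a no-wash calcium dye in inducible, force-coupled HEK293 Trex cells expressing D2, we tracked fluorescence each second for 180 s after compound, then for 180 s after EC20 dopamine to detect augmented signalling.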
RXFP1 antag = RXFP1 (human) relaxin receptor antagonism; activity change, negative = inhibition, % at 57.5 µM; HEK293-RXFP1, relaxin-stimulated cAMP HTRF, 30 min; stronger effect = lower value; actives 0.59% (n = 350,000); Q9HBX9;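 active = activity change of -60% or lower, but not beyond a set lower limit; inconclusive = change between -60% and -40%, or beyond the set limit; inactive = change above -40%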; also: % is scaled to controls: 0 for no effect and ±100 for the full control effect
D1 ag = human D1 receptor agonism. P21728. HEK293 T-REx D1 cells, calcium flux, agonist mode. activation, % at 2 µM. actives 1% (n = 360,000); also: 0% is about no effect
Target sequence (P21728 whole entry, looked up): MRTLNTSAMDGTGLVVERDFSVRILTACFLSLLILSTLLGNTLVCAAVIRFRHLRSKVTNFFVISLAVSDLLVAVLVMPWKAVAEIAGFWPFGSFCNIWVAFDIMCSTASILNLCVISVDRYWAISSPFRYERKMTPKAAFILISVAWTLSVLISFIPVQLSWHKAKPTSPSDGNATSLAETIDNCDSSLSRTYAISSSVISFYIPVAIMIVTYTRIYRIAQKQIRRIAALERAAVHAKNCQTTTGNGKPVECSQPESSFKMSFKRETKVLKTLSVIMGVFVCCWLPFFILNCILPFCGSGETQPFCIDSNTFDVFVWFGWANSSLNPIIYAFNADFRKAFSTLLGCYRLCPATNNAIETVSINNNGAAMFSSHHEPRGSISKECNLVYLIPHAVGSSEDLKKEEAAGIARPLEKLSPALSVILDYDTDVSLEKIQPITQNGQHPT
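Tetracycline-induced HEK293 TREx D1 cells, force-coupled to calcium signalling, were dye-loaded with a no-wash calcium kit. Compound was pin-added after a 10 s baseline. Fluorescence was read kinetically at 1 cycle/s for 180 s, with calcium rises flagged as agonism.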
TRHR ag = agonists of human TRH receptor; TRHR cells, calcium flux fluo-8, FDSS agonist mode; activation, % at 2 µM; actives 0.18% (n = 360,000); AID 493084; also: 0% is about no effect
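TRHR-expressing cells loaded with fluo-8 calcium dye; 23 nL library compound pin-transferred, kinetic FDSS fluorescence (Ex 480/Em 530) recorded about 180 s for agonist-induced calcium release, before a 10 nM TRH EC20 addition for potentiator mode.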
D1 antag = human D1 dopamine receptor antagonism; P21728; HEK293 TREx D1 cells, calcium flux, dopamine EC80; stronger effect = lower value; activity change, negative = inhibition, % at 10 µM; actives 3.2% (n = 360,000); in the data active = activity change below about -30%; also: % is scaled to controls: 0 for no effect and ±100 for the full control effect
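Tetracycline-induced HEK293 T-REx cells with force-coupled D1 receptor were loaded with a no-wash calcium dye. Compound was added after a 10 s baseline and read kinetically for 180 s; EC80 dopamine was then added and calcium flux followed another 180 s.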
D2 ag = activates the human D2 dopamine receptor. P14416. HEK293 T-REx D2 cells, calcium flux agonist mode. activation, % at 2 µM. actives 0.53% (n = 340,000). AID 485358;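 active = activation over 3 SD above normal in the single-dose calcium agonist read, cut at about 30% in these data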; also: 0% is about no effect
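HEK293 Trex D2 cells, tetracycline-induced, o/n 30 C 5% CO2; no-wash Ca dye, RT 30–90 min; 10-cycle baseline, 23 nl cpd added, kinetic Ca read 180 s; agonist hits = positive Ca response.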
D1 PAM = human D1 dopamine receptor positive modulation; P21728; HEK293 TREx D1 cells, calcium flux, dopamine EC20 potentiation; AID 504651; potentiation, % at 10 µM; actives 0.036% (n = 360,000); in the data active = potentiation above about 30%; also: 0% is about no effect
Active calls of the source: *; ? = inconclusive; / = no result given; & = joins results of further samples. Rule as the data show it, unless noted: active = activation above about 30%; inactive = the rest.

A first look:
1. CNc1nc(Sc2cccc(C(F)(F)F)c2)cc(C(F)(F)F)n1
2. CSc1nc2ncc(C(=O)O)c(N)n2n1
assay / entry,1,2
D2 antagonist,2.1,22.1
TRHR enhancer,1.8,-4.4
D2 PAM,3.2,-3.4
RXFP1 antag,-10.0,-13.6
D1 ag,1.0,1.8
TRHR ag,0.7,0.5
D1 antag,17.2,8.7
D2 ag,-0.6,1.1
D1 PAM,-5.9,-4.8

The whole of this part (from the top)
1. CNc1nc(Sc2cccc(C(F)(F)F)c2)cc(C(F)(F)F)n1
2. CSc1nc2ncc(C(=O)O)c(N)n2n1
3. O=C(COc1ccccc1F)NC1CC(=O)N(c2ccc3c(c2)OCCO3)C1 (stereo not drawn)
4. CCOC(=O)C1=C(CS(=O)(=O)c2ccc(Br)cc2)NC(=O)NC1c1ccccc1 (stereo not drawn)
5. CCN(CC)CCCn1c2c(c(SCC(=O)Nc3ccc(F)c(F)c3)nc1=O)CCC2
6. Cc1ccc(-c2nc(C(=O)N3CCN(c4ccccc4)CC3)c3n2CCCCC3)cc1
assay / entry,1,2,3,4,5,6
D2 antagonist,2.1,22.1,/,/,-5.3,/
TRHR enhancer,1.8,-4.4,5.6,-1.8,8.8,8.4
D2 PAM,3.2,-3.4,2.5,1.1,-5.4,4.0
RXFP1 antag,-10.0,-13.6,/,/,1.0,/
D1 ag,1.0,1.8,-2.1,0.3,0.6,2.0
TRHR ag,0.7,0.5,0.2,-0.6,0.2,0.3
D1 antag,17.2,8.7,/,6.7,29.9,0.9
D2 ag,-0.6,1.1,0.3,-0.8,0.4,-0.8
D1 PAM,-5.9,-4.8,-2.1,-3.1,-0.3,1.2

7. O=C(CCSCc1ccc(Cl)cc1)NCCc1ccccc1
8. COC(=O)CN1C(=O)[C@H]2[C@@H](/C=C/c3ccccc3)N3C(=O)CN(CC4CC4)C(=O)[C@@]3(Cc3ccccc3)[C@H]2C1=O
9. COc1ccc(CNC(=O)[C@H](Cc2ccccc2)NC(=O)C2CCNCC2)cc1
10. CCOC(=O)c1c(C)oc2c1c(C=NCC1CCCO1)c(O)c1ccccc12 (stereo not drawn)
11. Cc1cccc2cc(CN(Cc3cccs3)S(=O)(=O)c3ccc4c(c3)OCCO4)c(=O)[nH]c12
12. O=C(NCCSc1c(-c2ccc(F)cc2)[nH]c2ccccc12)c1ccc(S(=O)(=O)N2CCOCC2)cc1
assay / entry,7,8,9,10,11,12
D2 antagonist,5.9,-9.7,-21.9,-7.4,-5.5,/
TRHR enhancer,-0.4&-0.8,1.6,1.3,9.4,0.9,-0.2
D2 PAM,28.1&-1.8,-12.8,6.3,3.6,9.3,1.1
RXFP1 antag,-2.9&10.1,/,4.5,-9.5,9.2,-10.8
D1 ag,0.3&5.8,1.2,0.4,1.9,2.5,0.4
TRHR ag,-0.5&-0.5,0.4,0.2,0.1,0.7,0.3
D1 antag,-10.1&-17.4,-17.3,-9.8,2.8,-5.2,-2.0
D2 ag,0.2&-0.1,0.8,-0.6,0.2,1.8,0.3
D1 PAM,-0.7&-3.6,2.3,-2.8,3.8,5.3,0.1

13. N#Cc1ccc(CSc2nnc(-c3ccncc3)o2)cc1
14. O=C(NCCCN1CCOCC1)C1CCN(S(=O)(=O)c2ccccc2)CC1
15. Cc1ccc(C(=O)CCC(=O)Nc2cc(C)ccn2)cc1
16. OC(CNCc1ccco1)Cn1c2ccc(Br)cc2c2cc(Br)ccc21 (stereo not drawn)
17. COc1cccc(OC)c1C(=O)Nc1nnc(-c2ccc(F)cc2)s1
18. Cc1ccc(CCNS(=O)(=O)c2cc3c(cc2Cl)NC(=O)CO3)cc1
assay / entry,13,14,15,16,17,18
D2 antagonist,16.5,-9.0,/,/,9.2,-20.4
TRHR enhancer,-5.7,3.5,-1.3,8.0,-0.8,-3.1
D2 PAM,-4.6,8.9,/,15.4,3.8,13.1
RXFP1 antag,2.6,-21.3,-2.4,-3.0,0.1,1.9
D1 ag,1.5,5.5,0.4,7.1,-1.1,5.3
TRHR ag,0.2,1.0,-0.1,0.6,0.1,-0.1
D1 antag,-1.8,-0.9,-6.6,9.8,-7.1,-6.9
D2 ag,-1.7,0.3,/,/,-0.5,2.4
D1 PAM,-6.4,-2.2,-4.0,0.9,0.9,-8.0

19. NC(=O)COC(=O)c1oc2ccccc2c1CSc1ccc(Cl)cc1
20. CCOc1ccc(S(=O)(=O)NCCC(=O)N2CC(C)OC(C)C2)cc1 (stereo not drawn)
21. COc1ccc2[nH]c3nc(SCc4nnc(-c5ccccc5)o4)nnc3c2c1
22. CN(C)c1cc(-c2cccc([N+](=O)[O-])c2)oc(=O)c1Cl
23. Cn1c(=O)c2c(ncn2CC(COCc2ccccc2)OCc2ccccc2)n(C)c1=O (stereo not drawn)
24. Cc1cccc2c1-c1sc(C(=O)Nc3ccccc3C(N)=O)cc1CO2
assay / entry,19,20,21,22,23,24
D2 antagonist,4.8,-12.9,1.1,-9.3,-4.3,/
TRHR enhancer,5.4,-3.9,-3.1,-4.5,-3.0,-5.4
D2 PAM,-0.6,-3.3,2.6,-5.4,-8.2,7.7
RXFP1 antag,10.9,1.4,-3.7,-17.3,-0.8,1.6
D1 ag,4.1,0.8,0.5,1.0,0.8,0.0
TRHR ag,-0.1,0.0,0.1,-0.5,-0.2,-0.1
D1 antag,1.0,-9.8,0.8,32.5,-55.2*,8.7
D2 ag,-0.3,0.3,-0.5,-0.1,27.5,0.4
D1 PAM,-6.5,-4.5,-3.3,-5.0,-4.0,-4.0

25. COc1ccc(N2CCN(C(=O)COC(=O)Cc3cccc(OC)c3)CC2)cc1
26. CCCN(CCC)CCCNC(=O)c1sc2nc3n(c(=O)c2c1C)CCC3
27. O=C(CN(c1ccc2c(c1)OCCO2)S(=O)(=O)c1ccccc1)NCc1ccco1
28. COCc1cc(OC)nc(-c2csc(C)n2)n1
29. N#Cc1ccc(/C=N/N=C(N)N)cc1
30. CCOC(=O)c1cnc(N2CCN(c3ccccc3)CC2)[nH]c1=O
assay / entry,25,26,27,28,29,30
D2 antagonist,-6.8,/,-4.7,2.1,10.6,-2.9
TRHR enhancer,-1.9,2.2,8.4,5.2,5.1,-0.2
D2 PAM,12.5,-2.9,-3.7,6.8,-5.7,0.2
RXFP1 antag,-7.2,6.9,4.4,4.1,3.5,9.2
D1 ag,2.3,-0.9,0.9,1.1,2.0,-0.9
TRHR ag,-0.3,0.0,0.4,-0.3,0.5,0.3
D1 antag,7.7,-6.0,-25.5,4.0,-3.8,-20.8
D2 ag,-0.3,0.2,-0.6,-0.5,-1.0,0.1
D1 PAM,-4.0,-0.8,-0.7,-4.3,-8.4,1.1

31. COc1ccc(N2CCN(C(=O)c3ccc(Cn4c(=S)[nH]c5ccc(N6CCOCC6)cc5c4=O)cc3)CC2)cc1
32. COc1cccc(C2SCC(=O)N2c2ccc(C)cc2)c1OC (stereo not drawn)
33. CN(C)c1ccc(/C=C2\C(=N)N3N=C(CC(=O)N4CCCCC4)SC3=NC2=O)cc1
34. O=C(OCc1cc(=O)oc2cc(O)ccc12)c1cc(S(=O)(=O)N2CCOCC2)ccc1F
35. Cc1cc(=O)[nH]c(NN=C(CC(C)C)CC(C)C)n1
36. CCn1c(N2CCN(S(=O)(=O)c3ccccc3C(F)(F)F)CC2)nc2ccccc21
assay / entry,31,32,33,34,35,36
D2 antagonist,4.4,-3.4,-16.1,-30.5,0.0,14.8
TRHR enhancer,-5.8,20.8,0.6,7.4,11.8,-6.2
D2 PAM,-2.4,-5.9,-4.2,-1.2,-4.3,-3.5
RXFP1 antag,?,-7.2,-2.3,13.0,/,-9.9
D1 ag,0.0,2.1,36.5*,0.8,4.4,5.7
TRHR ag,0.0,-1.2,30.6*,-0.2,-0.1,0.5
D1 antag,6.3,7.9,7.9,1.6,6.9,-1.8
D2 ag,0.8,-0.7,18.3,-0.4,-0.4,3.2
D1 PAM,6.7,-4.4,0.9,-1.4,-0.3,-3.6

37. CN(CC(=O)Nc1ccc(Cl)cc1)C(=O)C1CCCC1
38. CC(C)(C)c1ccc(C(=O)N/N=C/c2ccc(OCCCF)cc2)cc1
39. Cc1cc(C(=O)N/N=C/c2cccnc2)c(C)o1
40. O=[N+]([O-])c1ccccc1OCCCn1cnc2ccccc21
41. O=C(NC1CCN(S(=O)(=O)c2ccccc2)CC1)c1ccc(F)cc1
42. O=c1oc2ccccc2c(Nc2ccccc2O)c1[N+](=O)[O-]
assay / entry,37,38,39,40,41,42
D2 antagonist,8.7,0.7,5.5,/,0.8,-9.9
TRHR enhancer,2.0,-2.1,0.2,-6.1,-2.7,2.0
D2 PAM,6.9,-6.8,7.7,/,-1.7,4.3
RXFP1 antag,-0.9,-2.1,-9.3,-11.7,-0.9,-0.8
D1 ag,4.0,1.4,0.7,0.2,0.4,0.8
TRHR ag,0.1,-0.1,0.0,-0.6,1.3,1.3
D1 antag,20.2,/,2.3,-10.6,-25.2,-8.8
D2 ag,-0.2,1.3,0.2,/,2.2,0.3
D1 PAM,-2.0,-6.3,0.3,-6.9,-3.2,-4.3

43. COc1ccc(CCNS(=O)(=O)CCNC(=O)c2ccccc2)cc1
44. CCC(C)(CC(=O)N(C)CCC#N)c1ccccc1 (stereo not drawn)
45. CC1(C)NC(=O)N(c2ccc([N+](=O)[O-])c(C(F)(F)F)c2)C1=O
46. Cc1ccc(/C=N/N=C2/NC(=O)C(CC(=O)N3CCOCC3)S2)cc1 (stereo not drawn)
47. O=C(Cn1ncnn1)OCc1ccccc1Cl
48. CC1CCN(S(=O)(=O)N2CCC(C(=O)NCc3ccccc3Cl)CC2)CC1
assay / entry,43,44,45,46,47,48
D2 antagonist,-18.7,3.0,1.6,8.7,1.5,/
TRHR enhancer,-4.6,0.0,-7.4,2.7,0.8,0.3
D2 PAM,14.8,-4.3,-6.4,3.4,-3.9,27.8
RXFP1 antag,-11.0,-1.1,-11.9,-1.1,-4.0,-17.5
D1 ag,13.7,1.7,5.4,-0.1,0.4,-2.4
TRHR ag,-0.2,-0.9,1.1,0.2,-0.1,-1.1
D1 antag,-18.9,-8.2,-6.4,3.2,-8.3,-1.0
D2 ag,-0.3,1.8,-0.5,-0.1,-0.4,-0.5
D1 PAM,-2.0,-2.1,-1.7,2.8,1.1,-2.7

49. COc1cccc(NC(=O)CSc2nnc(-c3cc(C)n(-c4ccccc4)c3C)o2)c1
50. COc1ccc(N2C(=O)CC(N3CCN(C4CCc5ccccc5C4)CC3)C2=O)cc1 (stereo not drawn)
51. CC(Sc1nncn1C)C(=O)Nc1ccc2ccccc2c1 (stereo not drawn)
52. N/C(=N\OC(=O)c1ccccc1[N+](=O)[O-])c1ccccn1
53. COC(=O)CNC(=O)CNC(=O)c1nn(-c2ccc(OC)c(Cl)c2)c(=O)c2ccccc12
assay / entry,49,50,51,52,53
D2 antagonist,-13.0,15.4,-14.3,-8.0,-11.0
TRHR enhancer,-0.2,1.7,-0.2,-6.6,0.3
D2 PAM,-11.0,-11.5,-4.3,/,-3.5
RXFP1 antag,5.0,-7.4,17.9,-5.0,-16.0
D1 ag,7.9,-0.1,2.4,2.8,0.5
TRHR ag,0.9,0.2,-0.2,0.5,-0.5
D1 antag,17.0,-11.7,-12.9,-5.4,25.0
D2 ag,-1.0,0.2,0.5,0.7,0.4
D1 PAM,1.2,-3.5,-3.1,-0.8,0.9
